# E coli Lon inh: inhibitors of E. coli Lon protease. 0.42% of 360,000 active. purified E. coli Lon protease, fluorescence polarization. inhibition, % at 7.94 µM. P0A9M0; in the data active means inhibition above about 13%, passing the limit was not always enough;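 further: 0% = enzyme with probe and DMSO and 100% = no enzyme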
# DNMT1 block: blocks human DNA methyltransferase DNMT1. P26358. inhibition (reported as % activation of signal), % at 10 µM. AID 588458. 0.83% of 360,000 active. DNMT1 molecular beacon, Hinp1I cleavage, fluorescence; in the data active means inhibition above about 50%
# Target sequence (P26358 504-1616 limits assumed): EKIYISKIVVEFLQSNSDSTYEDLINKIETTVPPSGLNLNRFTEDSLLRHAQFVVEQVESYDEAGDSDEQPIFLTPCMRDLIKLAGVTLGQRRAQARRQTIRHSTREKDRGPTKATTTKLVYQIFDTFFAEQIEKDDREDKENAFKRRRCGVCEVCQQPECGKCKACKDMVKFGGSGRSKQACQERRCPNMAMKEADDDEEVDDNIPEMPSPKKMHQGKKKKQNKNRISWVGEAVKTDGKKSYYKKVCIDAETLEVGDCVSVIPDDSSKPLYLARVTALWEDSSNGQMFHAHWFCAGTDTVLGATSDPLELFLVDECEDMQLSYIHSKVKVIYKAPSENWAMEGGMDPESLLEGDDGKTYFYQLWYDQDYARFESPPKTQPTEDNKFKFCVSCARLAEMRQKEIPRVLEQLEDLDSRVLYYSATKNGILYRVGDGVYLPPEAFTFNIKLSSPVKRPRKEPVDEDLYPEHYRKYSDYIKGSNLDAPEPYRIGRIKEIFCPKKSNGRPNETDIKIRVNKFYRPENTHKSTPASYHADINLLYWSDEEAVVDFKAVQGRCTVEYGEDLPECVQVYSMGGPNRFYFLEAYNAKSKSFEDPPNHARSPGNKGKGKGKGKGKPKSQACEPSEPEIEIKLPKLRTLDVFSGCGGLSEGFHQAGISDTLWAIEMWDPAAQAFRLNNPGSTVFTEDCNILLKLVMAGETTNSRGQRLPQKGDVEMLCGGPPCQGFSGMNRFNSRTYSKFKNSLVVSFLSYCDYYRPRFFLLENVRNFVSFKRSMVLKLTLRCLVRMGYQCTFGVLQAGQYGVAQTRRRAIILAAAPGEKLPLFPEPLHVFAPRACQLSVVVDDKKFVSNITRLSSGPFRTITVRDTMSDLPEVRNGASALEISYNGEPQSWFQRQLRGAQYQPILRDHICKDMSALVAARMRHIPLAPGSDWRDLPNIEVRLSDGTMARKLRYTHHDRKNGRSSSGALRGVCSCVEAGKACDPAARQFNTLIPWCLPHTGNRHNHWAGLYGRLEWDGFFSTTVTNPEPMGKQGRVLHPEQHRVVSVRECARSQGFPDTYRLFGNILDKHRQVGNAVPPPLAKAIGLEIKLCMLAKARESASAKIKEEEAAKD
# CendR NRP1 mod: alters CendR peptide binding to human NRP-1 | FAM-RPARPAR peptide binding to NRP-1, fluorescence polarization | O14786 | 0.85% of 360,000 active | inhibition, % at 25 µM;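 active means inhibition or corrected inhibition above about 18%, plus a signal ratio from 0.5 to 1.5, limit read from the data, passing the limit was not always enough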; further: strong numbers were not always called active
# Tb MetRS inh: blocks T. brucei methionyl-tRNA synthetase activity; inhibition, % at 11.9 µM; 0.4% of 360,000 active; purified T. brucei MetRS, ATP depletion, Kinase-Glo luminescence;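 active means inhibition above a per-plate cutoff of the control wells' mean inhibition plus 3 SD, cut at about 5.5% in these data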;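 further: 0% = DMSO wells median and 100% = median of wells with control inhibitor compound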
#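 Dosing: 11.9 µM compound single dose, 0.9% DMSO; Assay system: purified T. brucei MetRS enzyme; Measured by: Kinase-Glo luciferase luminescence reporting remaining unconsumed ATP; Schedule: 15 min plus 2 h at 25 °C.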
# bovine MsrA act: activators of bovine methionine sulfoxide reductase A; purified bovine MsrA, absorbance read-out; activation, % at 10.6 µM; 0.3% of 360,000 active; AID 602163; in the data active means activation above about 7.5%;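 further: 0% = vehicle and 100% = reference activator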
# LMPTP block: LMPTP (human) inhibition. recombinant LMPTP-A, OMFP fluorogenic substrate, fluorescence intensity. inhibition, % at 20 µM. 0.22% of 360,000 active;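 active means compounds that cut the enzyme signal by at least half of the control window in the single-dose screen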;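 further: plate controls were DMSO wells with enzyme plus substrate for no effect and substrate without enzyme for full effect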
#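 Test system: LMPTP-A phosphatase enzyme; input: 0.625 nM LMPTP-A final; reagent: OMFP substrate, 400 µM final; compound dosing: 20 µM single dose, 3% DMSO; incubation: 50 min dark incubation at room temperature; measured by: endpoint fluorescence intensity from OMFP dephosphorylation; measure: % inhibition relative to no-enzyme and uninhibited control wells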
# STEP inh: blocks human striatal-enriched tyrosine phosphatase; P54829; 0.25% of 360,000 active; inhibition, % at 20 µM; recombinant STEP, OMFP fluorogenic substrate, fluorescence;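 active means inhibition at 20 µM, scaled per plate between control wells, above about 37%, limit read from the data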;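 further: 0% = DMSO with enzyme and substrate and 100% = substrate only without enzyme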
#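 System: STEP phosphatase, cell-free reaction; Buffer or medium: Bis-Tris pH 6.0 buffer with DTT, detergent; Incubation: 20 min at room temperature, dark; Measured by: fluorescence, 480/540 nm.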
# Scp1 inh: inhibitors of human Scp-1 phosphatase. 0.88% of 340,000 active. Recombinant Scp1, phosphopeptide, malachite green phosphate absorbance. inhibition, % at 20 µM;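 active means inhibition above about 50% at 20 µM, limit read from the data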;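 further: plate controls were DMSO wells with enzyme for no effect and wells lacking enzyme for full effect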
#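 Test system: SCP-1 phosphatase catalytic domain, residues 76-261; measured by: colorimetric phosphate reagent with accelerator and stabiliser, absorbance at 630 nm; timing: enzyme reaction 45 min at room temperature, colour 5 min, stabilisation 30 min; also added: Phosphorylated 17-residue peptide substrate; compound dosing: one concentration, 20 µM, with 1.0% DMSO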
# SUMO1-SIM PPI: SUMO1-SIM interaction modulation; 0.33% of 360,000 active; inhibition, % at 20 µM; SUMO1 binding to a labelled peptide, TR-FRET, 1 h; in the data active means inhibition above about 37%
# MsrA inh: inhibits bovine methionine sulfoxide reductase A | purified bovine MsrA, absorbance read-out | inhibition, % at 15.5 µM | 0.75% of 360,000 active; in the data active means inhibition above about 4.5%;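 further: 0% = vehicle wells with enzyme and 100% = reference inhibitor wells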
# An asterisk follows results filed as active; nt = no result given. Compounds as they come; any-hit rate near 4.3%.
SMILES,E coli Lon inh,DNMT1 block,CendR NRP1 mod,Tb MetRS inh,bovine MsrA act,LMPTP block,STEP inh,Scp1 inh,SUMO1-SIM PPI,MsrA inh
COc1ccc(Cn2nnnc2C(c2cc3cc(C)cc(C)c3[nH]c2=O)N2CCOCC2)cc1 (centres undefined),-8,2,-12,-0.5,-7,-1.7,-2,0,-17,-0.4
O=C(/C=C/c1ccncc1)c1ccc(NC(=O)c2ccccc2F)cc1,-1,6,-14,-0.7,-9,57*,14,4,-3,nt
COCCCN(C(=O)CCOc1ccc(C)cc1)c1c(N)n(Cc2ccccc2)c(=O)[nH]c1=O,-13,4,6,-0.4,-3,-0.3,-2,-1,1,-1.1
O=C(CC1OC(=O)c2ccccc21)Nc1cc(Cl)ccc1N1CCOCC1 (centres undefined),8,-9,-7,-0.6,-9,0.3,-2,-1,-8,-0.8
CCOc1ccc(N(CC)C(=O)CCNC(=O)Cn2ccc3ccccc3c2=O)cc1,3,-3,16,0.1,2,-1.6,-1,-4,-2,0.9
C#CCSc1ncc(-c2ccccc2)cn1,4,-4,-3,0.0,0,-0.8,1,-3,0,0.4
COc1ccc(C2NC(=O)C(C)S2)cc1 (centres undefined),4,3,4,0.3,0,0.7,1,6,-2,-1.6
C[C@@H]1CN([C@H](C)CO)C(=O)Cc2cc(NC(=O)Nc3ccccc3)ccc2O[C@@H]1CN(C)C(=O)Nc1ccc2c(c1)OCO2,-3,4,-2,1.2,-12,-1.1,-2,6,3,2.2
O=C(c1ccc2ccccc2c1)C1CCCN(C(=O)c2noc3c2CCCC3)C1 (centres undefined),-7,0,1,-0.5,-1,0.7,2,-15,-10,1.6
CNc1ccccc1C(C)(C)c1ccn[nH]1,-3,4,1,-0.8,-1,-0.1,-4,-1,-3,1.5
COc1ccc(CN2C3CCCC2CC(NC(=O)/C=C/c2ccccc2)C3)cc1 (centres undefined),7,-1,1,0.1,0,0.2,0,-3,-4,-0.1
CCc1nc2ccc(C(=O)NCCCn3ccnc3)cn2c1N(C)Cc1nccs1,-3,9,7,-0.2,-5,1.4,-1,nt,-2,1.2
O=C(OC1CCOC1=O)c1cc(-c2cccs2)nc2ccccc12 (centres undefined),-1,2,18,-0.1,-2,1.6,1,-3,-7,1.5
C=CCNC(=O)c1cccc2c1C(=O)c1ccc(N3CCCC3)cc1S2(=O)=O,-35,-1,-138,-0.2,-3,4.3,0,-5,-62,-0.1
CC1(C)CC(=O)C(c2c[nH]c3ccccc23)C(=O)C1,0,-2,-12,1.0,-2,-0.6,-1,-3,-4,1.1
O=C(c1cc(-c2ccccc2)on1)N1CCCCCC1,3,3,8,-0.9,0,-0.3,-1,-3,0,0.5
Cc1ccc(-c2nc(CS(=O)CC(=O)NCCN3CCCCCC3)c(C)o2)cc1 (centres undefined),1,-5,0,-0.3,-2,6.4,1,-9,-8,2.1
CSc1ccc(CNC(=O)C2(C)CCCN(C(C)C)C2)cc1 (centres undefined),-4,4,-10,0.3,-3,1.2,-4,nt,9,2.4
Cc1cc(-n2c(C)cc(C(=O)CSc3nc4ccccc4c(=O)n3Cc3ccco3)c2C)no1,-18,-7,3,-1.3,-9,2.2,2,7,2,-0.2
CCOc1ccccc1NC(=O)CCC(=O)Nc1ccc2nc(N3CCN(C)CC3)cc(C)c2c1,-11,-3,-4,-0.6,3,-2.1,4,4,-2,0.1
Cc1ccc(CNc2ccc3c(c2)ncn3C)cc1,4,-1,-2,0.0,-7,0.9,-1,-4,-5,1.2
CC(=O)NCCOc1c(C)cc(S(N)(=O)=O)cc1C,-3,-6,-1,-0.1,0,-1.0,-1,5,-1,1.1
NCCc1nnc(SCc2ccccc2)o1,-6,-3,17,0.4,-3,-1.4,0,-8,-2,-1.6
NC(=O)NC(=O)COC(=O)/C=C/c1cccc(Br)c1,-1,4,2,-1.0,-3,-0.3,2,-1,4,-2.2
COc1ccccc1N1CCN(C(=O)c2cc(-c3ccc(Br)cc3)on2)CC1,-4,-3,-4,-1.0,-8,2.0,0,0,-6,1.5
O=C(Nc1cc(S(=O)(=O)N2CCOCC2)ccc1O)c1ccco1,0,0,-14,-1.0,-12,0.2,0,5,4,1.1
C#CCN1C(=O)S/C(=C/c2cc(C)n(CC)c2C)C1=O,6,-6,-6,0.0,-3,-0.2,-1,-5,-14,0.7
CCN(Cc1ccccc1)S(=O)(=O)c1ccc(F)cc1,-18,4,-3,-1.1,-13,-0.8,0,1,14,0.1
Cc1ccc(NC(=O)CCNS(=O)(=O)c2ccc(Br)cc2)cc1S(=O)(=O)N1CCOCC1,0,-1,6,-0.3,-3,0.8,2,-12,1,0.5
CCN(C(=O)COC(=O)c1cc([N+](=O)[O-])ccc1N1CCCCC1)C1CCS(=O)(=O)C1 (centres undefined),1,0,-9,-0.7,-1,-1.1,2,1,-24,2.5
CC(=O)c1cccc(NC(=S)Nc2cccc3ccccc23)c1,-10,-6,6,0.3,-3,1.5,2,-15,-8,-1.2
CC(C)CC(=O)Nc1nc2ccc(S(C)(=O)=O)cc2s1,-2,10,12,-0.9,-13,-0.9,-3,-3,-1,-0.5
CCN(C(=O)c1ccc(S(=O)(=O)N2CCOCC2)cc1)C1CCS(=O)(=O)C1 (centres undefined),-2,23,-10,-0.2,-1,-1.2,2,1,0,-0.1
N#CCc1ccc(OC(=O)c2cccnc2)cc1,-10,5,3,1.2,-7,-2.8,-2,-13,-1,-1.1
CCn1ccnc1CN1CCC(CO)(CCOc2ccccc2)CC1,2,-1,21,0.0,0,0.6,-3,-7,0,1.0
CCCn1c(N)c(C(=O)CSc2nnc(Cc3ccccc3)o2)c(=O)n(C)c1=O,-4,3,7,0.4,-5,-0.1,-2,-2,3,0.6
COC1CC(C)NC(=S)N1 (centres undefined),-3,-1,-3,0.5,2,-1.2,-2,-7,0,-0.8
O=C(c1cnccn1)N1CCN(c2ccccc2)CC1,4,-1,7,-1.5,-11,-1.8,-2,-17,-1,1.0
CCOc1ccc(N(CC(=O)OC)S(=O)(=O)c2c(C)noc2C)cc1,-3,-1,-6,-0.1,-1,0.5,3,-4,0,0.4
O=c1[nH]c(CSc2ncc(-c3ccc(F)cc3)n2Cc2ccco2)nc2ccccc12,-2,-4,-1,-0.2,-2,1.5,3,-13,0,-0.8
O=C(CCC1CCCN(c2ncccn2)C1)NCc1ccc(F)c(F)c1 (centres undefined),-2,-11,7,-0.9,-5,-0.6,-1,-3,-2,-0.3
CC(=O)OC(C)(C)C#CCN1CCCC1,-6,4,1,-0.8,-5,-0.1,1,-3,-2,-0.2
O=C(N/N=C/c1ccc2c(c1)OCO2)C1COc2ccccc2O1 (centres undefined),-6,-5,-4,-0.1,-7,-2.7,1,-3,-9,1.6
CCOc1ccc(C(=O)NCC(=O)OCc2cc(C(C)=O)ccc2OC)cc1,-4,3,-4,-0.8,-9,0.7,-2,1,-3,-0.6
CCC(=O)c1ccc(N2CCN(S(=O)(=O)c3ccccc3)CC2)c(F)c1,7,2,-2,-0.3,0,1.7,-4,-3,8,0.0
CC(C)NC(=O)NC(=O)COC(=O)c1ccc([N+](=O)[O-])cc1Cl,4,-2,-11,-0.2,1,0.8,-5,-5,-22,0.7
COc1ccc(C(=O)Nc2nc(C)c(C)s2)cc1OC,0,0,-33,-0.6,-3,0.5,-2,-3,3,1.5
CC1(C(=O)Nc2ccc3nc[nH]c3c2)CCN1C(=O)C/C=C/c1ccccc1 (centres undefined),-13,4,-7,-0.1,-2,-0.2,-3,nt,7,0.5
O=C(Nc1ccc(S(=O)(=O)N2CCCCC2)cc1)C1CCN(C(=O)c2ccc(F)cc2)CC1,-2,-1,-8,-0.4,-3,0.3,2,7,0,-1.4
COC(=O)C1=C(C)NC(=O)NC1c1ccc(N2CCC(c3ccccc3)=N2)cc1 (centres undefined),-4,-5,-16,-0.3,-2,6.0,0,-9,0,1.4

# Entries of single compounds from above. Screens in order: E coli Lon inh	DNMT1 block	CendR NRP1 mod	Tb MetRS inh	bovine MsrA act	LMPTP block	STEP inh	Scp1 inh	SUMO1-SIM PPI	MsrA inh
# Results for `O=C(CCC1CCCN(c2ncccn2)C1)NCc1ccc(F)c(F)c1` (centres undefined) = -2	-11	7	-0.9	-5	-0.6	-1	-3	-2	-0.3
# Results for `O=C(Nc1ccc(S(=O)(=O)N2CCCCC2)cc1)C1CCN(C(=O)c2ccc(F)cc2)CC1` = -2	-1	-8	-0.4	-3	0.3	2	7	0	-1.4
# Results for `CCOc1ccc(C(=O)NCC(=O)OCc2cc(C(C)=O)ccc2OC)cc1` = -4	3	-4	-0.8	-9	0.7	-2	1	-3	-0.6
# Results for `O=C(N/N=C/c1ccc2c(c1)OCO2)C1COc2ccccc2O1` (centres undefined) = -6	-5	-4	-0.1	-7	-2.7	1	-3	-9	1.6

# (listing goes on)
SMILES,E coli Lon inh,DNMT1 block,CendR NRP1 mod,Tb MetRS inh,bovine MsrA act,LMPTP block,STEP inh,Scp1 inh,SUMO1-SIM PPI,MsrA inh
CCc1ncc(CO)n1Cc1cccc2ccccc12,-9,5,-8,-0.4,-5,3.3,2,nt,5,0.4
CC(C)Oc1cc(F)ccc1-c1cc(C(=O)NCc2cccs2)[nH]n1,-6,-3,-6,-0.3,0,2.3,-2,nt,4,0.5
COc1ccc(OC)c(NC(=O)CSc2ccc(-c3cccnc3)nn2)c1,-17,0,12,-0.3,-1,0.0,0,-11,32,-0.5
Cc1ccc(C(=O)OCC(=O)c2c[nH]c3ccccc23)cc1,0,-12,-13,0.5,-2,0.9,-4,-10,-1,-1.6
Cc1cccc(Oc2nc3ccccn3c(=O)c2/C=C(\C#N)C(=O)NC2CCS(=O)(=O)C2)c1C (centres undefined),-11,2,2,-0.9,-10,-0.4,-1,1,-19,-0.3
COc1ccc(NC(=O)C(=O)NCC2CCCN2S(=O)(=O)c2ccc(C)cc2)cc1 (centres undefined),1,-2,4,-0.4,-5,0.6,0,nt,-1,-0.8
COc1ccc(C(N)c2csc(Nc3ccc(S(C)(=O)=O)cc3)n2)cc1 (centres undefined),-7,0,3,0.0,-2,-0.4,3,nt,3,2.0
O=C(c1ccco1)N1CCN(Cc2cccc(C(F)(F)F)c2)CC1,1,0,-17,0.0,7.8*,-0.3,3,-2,1,-0.2
CCOC(=O)c1ccc(S(=O)(=O)Nc2cc(S(=O)(=O)N3CCOCC3)ccc2O)cc1,6,7,-1,-0.1,-2,2.3,7,-12,5,0.2
Nc1nc(N)c2cc(Sc3ccc(Cl)cc3)ccc2n1,-8,-13,-5,0.5,-3,32,1,nt,-34,-0.1
COc1cc(/C=C/C(=O)OCN2C(=O)c3ccccc3C2=O)ccc1OC(F)F,-13,-1,15,0.0,-2,3.8,5,-10,0,1.9

# Molecules above containing a cyano group (two):
SMILES,E coli Lon inh,DNMT1 block,CendR NRP1 mod,Tb MetRS inh,bovine MsrA act,LMPTP block,STEP inh,Scp1 inh,SUMO1-SIM PPI,MsrA inh
N#CCc1ccc(OC(=O)c2cccnc2)cc1,-10,5,3,1.2,-7,-2.8,-2,-13,-1,-1.1
Cc1cccc(Oc2nc3ccccn3c(=O)c2/C=C(\C#N)C(=O)NC2CCS(=O)(=O)C2)c1C (centres undefined),-11,2,2,-0.9,-10,-0.4,-1,1,-19,-0.3

# Screening data: PubChem, several laboratories
